Screens: PubChem BioAssay, National Center for Advancing Translational Sciences (NCATS)
EPAC1 agonist = agonists of human EPAC1. O95398. Potency, µM (series often up to 154 µM), for inactives: at the top dose activation, actives largely listed as activators. AID 720707. hit rate 0.073% among 360,000. EPAC1 agonist qHTS, biochemical assay; response scale: 100% = response to 6.5 mM cAMP; also: potency is read from the fitted curve at half-maximal effect; nearly all actives have a fitted effect of over 60% in size
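Nucleotide exchange assay: 100 nM EPAC1 with 250 nM Rap1B loaded with BODIPY-GDP and 50 uM GDP, room temperature. Fluorescence (480/540 nm) read every 5 min for 30 min; signal change normalized to 6.5 mM cAMP as full agonist.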
EPAC2 antag = EPAC2 (human) antagonism. EPAC2 GEF exchange of Rap1B-BODIPY-GDP, fluorescence. hit rate 0.18% among 360,000. Q8WZA2. AID 720708. Potency, µM (doses to about 114 µM), for the others: top-dose activity, negative = inhibition, actives largely listed as inhibitors; also: potency is read from the fitted curve at half-maximal effect; % is scaled to controls: 0 for no effect and ±100 for the full control effect; nearly all actives have a fitted effect of over 45% in size; many of its hits are not listed in these tables
PI5P4Ka inh = inhibitors of human PI5P4K alpha; max response, %; P48426; AID 652105; hit rate 1.2% among 330,000; PI5P4Kalpha enzyme, ADP-Glo luminescence, 60 min; active compounds read low; active = max response of -50% or lower; inconclusive = between -30% and -50%; inactive = -30% or higher; also: value at the top dose of about 77 µM; % is scaled to controls: 0 for no effect and ±100 for the full control effect
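Human PI5P4Kalpha with substrate in 0.038 M HEPES pH 7.4, 0.28 mM EGTA, 0.1% CHAPS, 5% DMSO; reaction started with 5 microM ATP (final), 60 min at room temperature. ADP formed read by ADP-Glo luminescence.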
CCT chaperon mod = changes cytosolic chaperonin activity. activity change, % (concentration not given with the values), hits read low. AID 651819. hit rate 0.3% among 360,000. purified chaperonin ATPase assay, HTRF ADP detection, 30 min; in the data active = activity change below about -30%; also: % is scaled to controls: 0 for no effect and ±100 for the full control effect
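Nucleotide hydrolysis assay: TRiC at 20–40 nM final (set by batch activity) with 10 uM ATP, 30 min at 37 °C, in presence of 76 uM compound. Detection by competitive ADP HTRF, 30 min ambient.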
Mm-Cpn inhibitor = inhibitors of Methanococcus maripaludis chaperonin (MmCpn). purified Mm-Cpn ATPase, ADP Transcreener TR-FRET. hit rate 0.031% among 330,000. Potency, µM (top dose mostly 76.9 µM), without a hit: at the top dose activity, negative = inhibition, actives largely listed as inhibitors. AID 504842; also: potency is read from the fitted curve at half-maximal effect; % is scaled to controls: 0 for no effect and ±100 for the full control effect; nearly all actives have a fitted effect of over 80% in size
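TR-FRET (320 nm excitation; 590 and 665 nm emission) reports ADP made from 10 uM ATP by 25 nM enzyme; compounds were preincubated 10 min, reaction run 30 min, both at 37°C.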
EPAC1 antag = antagonists of human EPAC1 | Potency, µM (highest dose often 115 µM), for inactives: at the top dose activity change, negative = inhibition, most hits filed as inhibitors | AID 720709 | EPAC1 GEF assay, Rap1b-BODIPY-GDP exchange fluorescence | hit rate 0.14% among 360,000 | O95398;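 also: potency is read from the fitted curve at half-maximal effect; plate controls were vehicle for no effect and positive control for full effect; nearly all actives have a fitted effect of over 50% in size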
WRN helicase inh = WRN helicase (human) inhibition | Q14191 | WRN helicase unwinding, fluorescent forked duplex, kinetic | Potency, µM (doses to about 114 µM), for inactives: top-dose activity change, negative = inhibition, most hits filed as inhibitors | hit rate 0.46% among 360,000 | AID 651768; also: potency is read from the fitted curve at half-maximal effect; % is scaled to controls: 0 for no effect and ±100 for the full control effect; nearly all actives have a fitted effect of over 55% in size
Target sequence (Q14191 whole entry, looked up): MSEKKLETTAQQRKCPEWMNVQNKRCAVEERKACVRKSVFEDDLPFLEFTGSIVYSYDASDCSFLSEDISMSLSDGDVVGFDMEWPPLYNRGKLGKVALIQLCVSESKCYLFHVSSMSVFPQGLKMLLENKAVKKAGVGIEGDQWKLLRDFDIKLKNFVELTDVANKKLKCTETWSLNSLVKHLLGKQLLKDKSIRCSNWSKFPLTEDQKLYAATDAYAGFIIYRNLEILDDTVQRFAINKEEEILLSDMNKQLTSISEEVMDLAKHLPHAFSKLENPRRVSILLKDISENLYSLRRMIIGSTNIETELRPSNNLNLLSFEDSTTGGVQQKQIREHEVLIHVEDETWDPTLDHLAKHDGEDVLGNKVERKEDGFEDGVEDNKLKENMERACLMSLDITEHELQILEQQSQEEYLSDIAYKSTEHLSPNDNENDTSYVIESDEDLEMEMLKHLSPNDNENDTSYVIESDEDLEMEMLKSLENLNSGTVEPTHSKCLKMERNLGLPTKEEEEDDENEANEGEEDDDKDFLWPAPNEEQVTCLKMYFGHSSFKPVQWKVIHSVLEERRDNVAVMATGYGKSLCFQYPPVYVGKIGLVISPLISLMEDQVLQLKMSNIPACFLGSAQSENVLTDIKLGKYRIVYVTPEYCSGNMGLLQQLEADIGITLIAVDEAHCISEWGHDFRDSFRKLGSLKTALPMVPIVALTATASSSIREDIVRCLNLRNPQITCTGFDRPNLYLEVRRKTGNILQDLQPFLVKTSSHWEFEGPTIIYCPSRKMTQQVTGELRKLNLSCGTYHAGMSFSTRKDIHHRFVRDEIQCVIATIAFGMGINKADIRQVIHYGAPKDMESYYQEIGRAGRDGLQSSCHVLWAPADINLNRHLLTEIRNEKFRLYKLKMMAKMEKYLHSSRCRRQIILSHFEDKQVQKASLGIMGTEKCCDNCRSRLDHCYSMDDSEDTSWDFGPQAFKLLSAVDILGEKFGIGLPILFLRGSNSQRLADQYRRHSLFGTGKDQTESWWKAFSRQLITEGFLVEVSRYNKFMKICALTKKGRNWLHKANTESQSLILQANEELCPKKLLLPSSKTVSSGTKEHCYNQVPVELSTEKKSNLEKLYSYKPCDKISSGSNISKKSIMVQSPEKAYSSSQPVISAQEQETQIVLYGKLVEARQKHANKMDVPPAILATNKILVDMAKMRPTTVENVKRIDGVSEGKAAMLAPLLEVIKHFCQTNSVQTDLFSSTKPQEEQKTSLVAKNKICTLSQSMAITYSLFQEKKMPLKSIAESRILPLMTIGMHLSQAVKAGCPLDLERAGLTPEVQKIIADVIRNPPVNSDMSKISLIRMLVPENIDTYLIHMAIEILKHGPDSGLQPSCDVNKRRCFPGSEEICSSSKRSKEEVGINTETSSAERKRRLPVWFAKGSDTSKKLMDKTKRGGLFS
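WRN at 20 nM final was preincubated with compound for 15 min at room temperature; reaction started with 100 nM forked duplex oligonucleotide carrying fluorophore and quencher plus 2 mM ATP (final). Unwinding followed kinetically by red fluorescence (ex 525/em 598 nm).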
PLK1 PBD inh = PLK1 (human) polo-box domain binding inhibition; P53350; Plk1 PBD binding of FITC phosphopeptide, fluorescence polarization; Potency, µM, inactives show max response, negative = inhibition, actives largely listed as inhibitors; hit rate 2.8% among 360,000; also: potency is read from the fitted curve at half-maximal effect; series mostly up to about 57 µM; % is scaled to controls: 0 for no effect and ±100 for the full control effect; nearly all actives have a fitted effect of over 65% in size
* = called active by the depositor; ? = inconclusive; . = not tested or not shown; [ ] = another dose, or the depositor's remark. Unless noted, calls follow the shape of the dose curve; as a rule, active = well fitted curve in the direction sought with a large enough effect; inconclusive = small, poorly fitted or top-dose-only effect, or another doubt; inactive = no such curve, though single readings can be large; an effect the other way counts as inactive or inconclusive.

molecule	EPAC1 agonist	EPAC2 antag	PI5P4Ka inh	CCT chaperon mod	Mm-Cpn inhibitor	EPAC1 antag	WRN helicase inh	PLK1 PBD inh
CCN(CC(=O)Nc1cccc(OC)c1)CC(=O)Nc1ccccc1C	2%	2%	-2	0.2	0%	-7%	14%	-16%
NC(=O)Cc1nc2scc(-c3ccc(Cl)cc3)c2c(=O)[nH]1	16%	-3%	-5	-4.9	-1%	-4%	2%	-24%
CCN(CC)S(=O)(=O)c1ccc2c(c1)c(=O)c(C(=O)NCCOC)cn2C	-8%	-2%	6	-0.5	1%	1%	3%	1%
Cc1cccc(C)c1NC(=O)CN(C)C(=O)c1ccc(COc2ccccc2)cc1	1%	-2%	-6	-5.8	3%	-8%	6%	3%
CCc1ccccc1NC(=O)c1cnccn1	-1%	11%	13	-0.5	1%	2%	-6%	2%
CCCCOc1ccc(-c2nnn(C(C)C(=O)OCC)n2)cc1 (configuration not stated)	10%	-10%	16	1.5	2%	-5%	-10%	-7%
CN(C)S(=O)(=O)c1cc([N+](=O)[O-])ccc1N1CCCCCC1	-5%	4%	-2	-31*	-6%	-18%	-2%	-3%
O=S(=O)(Nc1ccc(-c2cn3ccsc3n2)cc1)c1ccc2c(c1)OCCO2	-2%	-9%	9	-0.3	1%	-26%	1%	-3%
O=C(Oc1ccnc2cc(Cl)ccc12)N1CCCCCC1	0%	10%[57.1 µM]	9	1.8	-2%	14%	-11%	-1%
Fc1cccc(Cl)c1CSc1nnc(COc2cccc3cccnc23)o1	5%	-4%	.	-0.9	0%	-3%	-13%	-2%
COc1ccccc1NC(=O)COc1ccc2c(c1)OCO2	-12%	4%	4	3.1	0%	-6%	-2%	-6%
COc1ccc(NC(=O)c2ccccc2SC)c(OC)c1	-7%	-28%	4	-3.3	-2%	-3%	-4%	-7%
COc1ccc(-n2cnc3cc(C(=O)NCCN4CCOCC4)ccc32)cc1	-5%	-4%	-3	-2.5	3%	-6%	4%	-11%
O=C(COC(=O)c1ccccc1)Nc1ccccc1N1CCOCC1	-4%	5%	3	-0.9	-3%	5%	-7%	-10%
COc1ccc(NC(=O)CCS(=O)(=O)c2ccc3c(c2)CCN3C(C)=O)cc1	5%	-5%	-1	3.1	0%	-22%	-4%	-10%
CCOc1ccc(NC(=S)N2CCC(NC(=O)c3ccccc3C)CC2)cc1	3%	4%	0	1.2	-2%	0%	8%	-3%
Cn1cnnc1SCC(=O)NNC(=O)COc1ccc(Cl)cc1	13%	3%	-1	-0.4	-7%	4%	4%	-4%
CC1C(C)N(C(=O)CCCl)c2ccccc2N1C(=O)CCCl (configuration not stated)	-1%	-4%	1	2.1	.	-20%	1%	-9%
NC(=O)CN1CCCC1c1ccc2c(c1)OCCO2 (configuration not stated)	-1%	5%	-1	1.0	0%	2%	-26%	-7%
COCc1cc(C)nc2sc(C(=O)Nc3ccccc3Br)c(N)c12	9%	26%	1	-0.9	-1%	-11%	12%	?
CCSc1nnc2ccc(-c3ccc(C)cc3)nn12	5%	-10%	9	-1.7	-1%	-25%	-6%	-1%
O=C(COC(=O)/C=C/c1ccc(OC(F)F)cc1)Nc1cccc(S(=O)(=O)N2CCOCC2)c1	-8%	17%	6	0.9	-2%	-26%	-5%	-3%
CCN(CC)C(=O)c1cccc(-c2csc(C(C)(O)c3ccccc3)n2)c1 (configuration not stated)	3%	-28%	0	0.5	.	-8%	-4%	1%
CCN(CC(=O)Nc1ccccc1C(F)(F)F)C(=O)CSCc1c(C)noc1C	1%	0%	5	0.4	?	3%	11%	-5%
COc1ccccc1N1CCN(C(=O)c2cc3cc(Cl)ccc3[nH]2)CC1	4%	-7%	14	-1.5	0%	0%	-3%	-2%
COc1ccc(C(=O)NCC(=O)N/N=C/c2ccc([N+](=O)[O-])s2)cc1OC	13%	0%	0	-0.4	-7%	-17%	-5%	-15%
N#Cc1c(NC(=O)CN2CCN(S(=O)(=O)c3ccc4c(c3)OCCO4)CC2)sc2c1CCC2	6%	2%	-27	-0.6	-11%	2%	-9%	3%
CCOC(=O)C1CCCN(CCC(C)c2ccccc2)C1 (configuration not stated)	-3%	3%	.	2.3	0%	10%	15%	1%
CC(=O)OCc1cc(=O)n(C)c(=O)n1C	3%	0%	.	0.8	0%	2%	-2%	-6%
O=C(CCc1nnc2ccc(N3CCC4(CC3)OCCO4)nn12)Nc1cc(F)ccc1F	11%	4%	-1	0.0	-2%	5%	1%	-7%
O=c1c(Cc2ccc(F)cc2)c(O)ccn1CCCn1ccnc1	1%	2%	1	2.0	2%	6%	-2%	-1%
O=C(NNC(=S)Nc1ccccc1)C1CCCCC1	6%	2%	-5	-0.1	-2%	-12%	7%	-13%

Arranged by molar mass (rising): some entries from above
molecule	EPAC1 agonist	EPAC2 antag	PI5P4Ka inh	CCT chaperon mod	Mm-Cpn inhibitor	EPAC1 antag	WRN helicase inh	PLK1 PBD inh
CC(=O)OCc1cc(=O)n(C)c(=O)n1C	3%	0%	.	0.8	0%	2%	-2%	-6%
NC(=O)CN1CCCC1c1ccc2c(c1)OCCO2 (configuration not stated)	-1%	5%	-1	1.0	0%	2%	-26%	-7%
O=C(NNC(=S)Nc1ccccc1)C1CCCCC1	6%	2%	-5	-0.1	-2%	-12%	7%	-13%
CCOC(=O)C1CCCN(CCC(C)c2ccccc2)C1 (configuration not stated)	-3%	3%	.	2.3	0%	10%	15%	1%
O=c1c(Cc2ccc(F)cc2)c(O)ccn1CCCn1ccnc1	1%	2%	1	2.0	2%	6%	-2%	-1%
CC1C(C)N(C(=O)CCCl)c2ccccc2N1C(=O)CCCl (configuration not stated)	-1%	-4%	1	2.1	.	-20%	1%	-9%
CCN(CC)C(=O)c1cccc(-c2csc(C(C)(O)c3ccccc3)n2)c1 (configuration not stated)	3%	-28%	0	0.5	.	-8%	-4%	1%
COc1ccc(C(=O)NCC(=O)N/N=C/c2ccc([N+](=O)[O-])s2)cc1OC	13%	0%	0	-0.4	-7%	-17%	-5%	-15%
COCc1cc(C)nc2sc(C(=O)Nc3ccccc3Br)c(N)c12	9%	26%	1	-0.9	-1%	-11%	12%	?
CCN(CC(=O)Nc1ccccc1C(F)(F)F)C(=O)CSCc1c(C)noc1C	1%	0%	5	0.4	?	3%	11%	-5%
O=C(CCc1nnc2ccc(N3CCC4(CC3)OCCO4)nn12)Nc1cc(F)ccc1F	11%	4%	-1	0.0	-2%	5%	1%	-7%
O=C(COC(=O)/C=C/c1ccc(OC(F)F)cc1)Nc1cccc(S(=O)(=O)N2CCOCC2)c1	-8%	17%	6	0.9	-2%	-26%	-5%	-3%

The list goes on:
molecule	EPAC1 agonist	EPAC2 antag	PI5P4Ka inh	CCT chaperon mod	Mm-Cpn inhibitor	EPAC1 antag	WRN helicase inh	PLK1 PBD inh
CCCCCCNC(=O)Cc1nc2nc(C)cc(C)n2n1	0%	11%	.	2.7	3%	11%	6%	2%
CC(C)(C)NC(=O)COC(=O)c1ccc(Cl)nc1	6%	13%	0	1.3	1%	5%	8%	5%
CCOC(=O)C(=O)Nc1ccc(S(=O)(=O)Nc2nccs2)cc1	-4%	16%	0	-0.9	1%	11%	14%	3%
O=C(Nc1ccc(Oc2ccccc2)nc1)C1CCN(Cc2ccccc2)CC1	-14%	7%	3	-8.0	0%	19%	-8%	-5%
COC(=O)[C@@]12C[C@@H](CC(=O)NCc3ccccc3)C(=O)N(Cc3ccco3)C1=CCC(C)(C)C2	-9%	-11%	0	.	.	18%	8%	-3%
COc1ccccc1-c1cnc(C(O)c2ccc(CN3CCCC3)cc2)[nH]1 (configuration not stated)	-7%	-7%	4	-1.3	.	-4%	7%[57.1 µM]	-5%
CCn1nnc(-c2ccccc2NC(=O)C(F)(F)F)n1	11%	1%	.	-9.0	2%	5%	-2%	-11%
Cc1ccn(C(=O)c2cc3cc(Cl)ccc3oc2=O)n1	2%	5%	.	-1.5	0%	6%	5%	-2%
CCOC(=O)c1c(NC(=O)CSc2nnc(Cc3ccccc3)o2)sc(C(C)=O)c1C	15%	-3%	.	-1.8	-26%	-6%	-7%	2%
Cc1nc(N)sc1-c1ccccc1	-2%	-4%	-1	2.3	.	12%	-23%	-15%
CC(C)C(OC(=O)c1cccc(S(=O)(=O)NCC(F)(F)F)c1)C(=O)NC(N)=O (configuration not stated)	-5%	23%	2	-0.2	0%	-6%	-1%	-5%
COCCSc1ccccc1C(=O)Nc1ccncc1	6%	-1%	.	0.3	1%	-9%	-7%	-3%
CCOc1ccccc1NC(=O)CSc1nnc(-c2cnccn2)n1CC	1%	-4%	-2	-2.1	-1%	-14%	-6%	-2%
O=C(CCNC(=O)Cn1ccc2ccccc2c1=O)NCCc1ccccc1Cl	-14%	5%	1	-5.7	-3%	-3%	-5%	3%
COC(=O)CSc1nnc(SCc2ccc(OC)cc2)s1	1%	1%	-4	-1.6	0%	-19%	-3%	-6%
Cn1c(CN2CCOCC2)nnc1SCC(=O)Nc1cc(Cl)ccc1Cl	7%	-7%	-3	0.1	?	15%	-6%	0%
COC(=O)C1=C(N)Oc2cc(C)[nH]c(=O)c2C1c1ccncc1 (configuration not stated)	-3%	15%	0	-2.6	1%	13%	-1%	2%
Cc1ccc(N2C(=O)N3[C@@H]4c5ccccc5OC[C@@H]4[C@@H](c4ccccc4)[C@@]3(C)C2=O)cc1	9%	1%	2	0.0	-1%	0%	-4%	-7%
COc1cccc(C#CC2=CC(=O)C[C@H](c3ccc(F)cc3)C2)c1	-6%	-12%	6	-3.5	.	-13%	-3%	-18%
CN1CCc2nc(SCc3ccc(Cl)cc3)c(C#N)c(-c3cccs3)c2C1	4%	-5%	.	-1.3	.	0%	-5%	-21%

These rows are one share of the data, so the mix of outcomes need not match the whole.
